# Screens deposited in PubChem by several laboratories.
# FLuc inhib CS = Photinus pyralis luciferase inhibition counter-screen; P08659; ATPLite firefly luciferase biochemical luminescence, 10 min; inhibition, % at 10 µM; 200,000 tested, 1.5% active; AID 1006;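 active = inhibition above about 50% when tested at 10 µM, limit read from the data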
# Target sequence (P08659 whole entry, looked up): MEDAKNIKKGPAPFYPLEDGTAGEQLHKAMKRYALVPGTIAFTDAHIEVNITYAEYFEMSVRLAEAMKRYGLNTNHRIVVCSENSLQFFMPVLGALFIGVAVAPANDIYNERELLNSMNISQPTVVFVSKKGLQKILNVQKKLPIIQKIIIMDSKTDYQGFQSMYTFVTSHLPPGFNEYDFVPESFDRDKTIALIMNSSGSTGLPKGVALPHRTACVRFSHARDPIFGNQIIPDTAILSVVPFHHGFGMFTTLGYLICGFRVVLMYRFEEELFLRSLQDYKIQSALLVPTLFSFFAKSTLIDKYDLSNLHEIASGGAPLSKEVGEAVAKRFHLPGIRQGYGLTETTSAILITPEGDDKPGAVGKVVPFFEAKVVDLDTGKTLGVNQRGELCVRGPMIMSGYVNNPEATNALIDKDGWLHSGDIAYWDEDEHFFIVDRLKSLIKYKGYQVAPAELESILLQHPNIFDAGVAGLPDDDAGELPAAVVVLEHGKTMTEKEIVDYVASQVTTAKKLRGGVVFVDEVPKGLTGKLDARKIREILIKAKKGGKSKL
# APP 5'UTR act = APP 5'UTR luciferase reporter activation; AID 1276; activation, % at 2 µM; 190,000 tested, 1% active; SH-SY5Y APP 5'UTR luciferase reporter, luminescence; zero percent = DMSO vehicle wells;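 active = activation above a set limit, based on mean plus 3 SD of controls, cut at about 140% in these data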; note: values of inactives mirror those of a sister screen read the other way
# APP 5UTR inh = APP translation inhibition. SH-SY5Y APP 5'UTR-luciferase reporter, luminescence. inhibition, % at 2 µM. 190,000 tested, 0.82% active;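 active = inhibition above a set limit, derived from the sample mean plus 3 SD, cut at about 45% in these data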; note: values of inactives mirror those of a sister screen read the other way
# FLuc act counter = affects firefly luciferase, flagging false hits in luciferase stimulation screens; ATPlite luciferase biochemical, luminescence, 10 min; 0 = ATP-free wells, 1 = DMSO control; P08659; AID 1027; activation factor at 10 µM; 200,000 tested, under 10 active;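 active = luciferase activation factor, scaled between plate controls, of at least 2 with compound at 10 µM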
#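 System: cell-free luciferase reagent; medium: PBS as buffer for the ATP substrate; doses: test compounds dosed from 2 mM stocks in 100% DMSO; incubation: 10 min, room temperature; measured by: luminescence from luciferase reaction; read-out: luciferase activation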
# STAT1 activator = increases IFN-gamma driven STAT1 reporter signal; NIH 3T3 STAT1-luciferase reporter, luminescence; 100% = IFN-gamma alone, no compound; activation (% of control), % at 5.5 µM; 200,000 tested, 2.6% active; AID 932;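 active = activation above the screen-wide mean activation plus 3 SD, cut at about 130% in these data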;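 note: raw ratio to IFN-gamma control signal so 100% means no change and 0% no light; values of inactives mirror those of a sister screen read the other way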
# STAT3 inh = reduces IL-6 driven STAT3 reporter signal. 190,000 tested, 0.89% active. inhibition, % at 5.5 µM. U3A cells, IL-6 STAT3-luciferase reporter, luminescence; host cell line lacks STAT1;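 active = inhibition above the mean inhibition across all screened compounds plus 3 SD, cut at about 44% in these data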;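 note: 0% = DMSO only wells and 100% = 100 µM nifuroxazide control wells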
# STAT1 inh = reduces IFN-gamma driven STAT1 reporter signal. NIH 3T3 STAT1-luciferase reporter, luminescence. inhibition, % at 5.5 µM. 200,000 tested, 0.35% active. AID 920;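 active = inhibition above a set limit, the mean inhibition across all tested compounds plus 3 SD, cut at about 34% in these data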;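 note: 0% = IFN-gamma with DMSO and 100% = IFN-gamma with 300 µM nifuroxazide; values of inactives mirror those of a sister screen read the other way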
# NF-kB expr up = compounds increasing NF-kB expression in human neuronal cells. NF-kB reporter expression; stronger effect = higher value. fold change at 12.5 µM. 190,000 tested, 1.6% active; in the data active = fold change above about 3.3
# ROMK mod = modulators of human ROMK potassium channel | Tet-inducible ROMK, thallium flux fluorescence; actives lie on both sides | P48048 | AID 1918 | B-score at 10 µM | 130,000 tested, 2% active;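 active = signal ratio slope over the read window, or its plate-corrected B-score, at least 3 SD from the plate mean, either direction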;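 note: B-score of the F/F0 ratio slope over 7 to 12 s after thallium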
# Target sequence (P48048 whole entry, looked up): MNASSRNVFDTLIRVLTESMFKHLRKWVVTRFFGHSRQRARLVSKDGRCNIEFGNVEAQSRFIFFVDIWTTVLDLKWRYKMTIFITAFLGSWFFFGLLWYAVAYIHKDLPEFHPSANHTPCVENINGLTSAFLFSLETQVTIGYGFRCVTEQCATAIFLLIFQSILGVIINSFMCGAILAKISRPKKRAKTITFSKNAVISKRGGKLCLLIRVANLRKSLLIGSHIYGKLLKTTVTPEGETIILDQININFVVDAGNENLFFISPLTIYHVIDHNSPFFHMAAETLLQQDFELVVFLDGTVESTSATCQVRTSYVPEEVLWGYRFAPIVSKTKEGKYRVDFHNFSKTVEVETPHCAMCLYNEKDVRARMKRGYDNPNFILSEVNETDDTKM
# STAT3 act = activators of IL-6 induced STAT3 signaling; 190,000 tested, 0.91% active; activation (% of control), % at 5.6 µM; AID 871; U3A cells, IL-6 STAT3-luciferase reporter, luminescence; 100% = signal with IL-6 EC80 alone;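 active = activation above the screen-wide mean of compound activation plus 3 SD, cut at about 130% in these data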;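 note: 0% = background luminescence of wells with medium and substrate only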
#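 System – human U3A cells carrying STAT3-luciferase construct · Probe or stimulus – Interleukin-6, 33 ng/mL · Schedule – compound 1 h, then IL-6 6 h at 37 °C · Signal – luminescence from STAT3-driven luciferase reporter · Evaluation – percent of IL-6-only median luminescence · Benchmarks – IL-6-only high control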
# The depositor's hits bear a star; x = not tested or not shown. Random draw from the library. About 7.1% of those tested had a hit in this group.
SMILES,FLuc inhib CS,APP 5'UTR act,APP 5UTR inh,FLuc act counter,STAT1 activator,STAT3 inh,STAT1 inh,NF-kB expr up,ROMK mod,STAT3 act
Cn1c(=O)[nH]c(=O)c2c1nc(Br)n2CCCc1ccccc1,-5,10,-10,1.1,102,-8,-2,0.71,-2.3,104
CCOC(=O)c1sc(C)c2c(=O)n(Cc3ccc(Cl)cc3)cnc12,-6,-4,4,1.1,101,15,-1,1,0.014,97
Cc1ccc(C)c(NC(=S)N2CCN(Cc3ccccc3)CC2)c1,-3,11,-10,1,98,-3,1,1.1,-0.32,109
Cc1cc(-c2ccccc2)nc(N/N=C/c2ccc([N+](=O)[O-])cc2)n1,5,-30,30,0.9,87,31,15,1.3,0.59,75
Cc1ccc(S(=O)(=O)N2CCN(C(=O)C3CCCCC3)CC2)cc1,-4,16,-16,1,107,-3,-7,0.88,x,108
Cc1ccc(N(C(C)C(=O)Nc2cccc(N(C)S(C)(=O)=O)c2)S(C)(=O)=O)cc1 (configuration not stated),-6,-18,18,1.1,94,14,5,0.95,0.54,92
Cc1cc(Nc2ccccc2)c2c([N+](=O)[O-])c(C)cc(C)c2n1,-4,8,-8,1,108,2,-7,1.4,x,107
Cc1ccc(/C=N/OC(=O)c2nn(C)cc2Cl)cc1,76*,-2,2,0.2,106,22,-7,1.4,0.46,89
Cc1nn(-c2ccccc2)c2c1C(c1ccccc1)C(C#N)=C(N)O2 (configuration not stated),-6,26,-26,1.1,96,-22,4,1.1,-2.9,122
COc1ccccc1CNC(=O)C(=O)NCC(c1ccco1)N1CCOCC1 (configuration not stated),-5,-5,5,1.1,90,15,9,1.1,-0.01,96
NC(=O)C1CCN(c2nnnn2-c2ccccc2)CC1,-1,-1,1,1,103,-4,-3,1,-0.13,107
CCOC(=O)c1c(C)[nH]c(C(=O)COC(=O)c2oc3ccc(OC)cc3c2C)c1C,-4,28,-3,1,91,14,8,1.1,-0.16,93
COc1ccc(C(=O)Nc2nc(N)n(-c3ccccc3)n2)cc1OC,-2,0,0,1,101,-4,-1,1.4,0.13,108
O=C(CNC(=O)c1ccc(Br)o1)OCC(=O)c1cccc([N+](=O)[O-])c1,1,10,-10,1,103,-3,-2,1.1,0.71,105
COc1ccccc1NC(=O)CN(c1ccc(C)cc1)S(=O)(=O)c1c(C)n[nH]c1C,-3,10,-10,1,98,2,3,0.98,x,102
O=C1OC2CCC1(c1ccccc1)C2 (configuration not stated),-2,-9,9,1,101,5,-1,1.2,-0.63,97
COCCCNc1nc2ccccc2nc1NS(=O)(=O)c1ccccc1,-4,0,0,1,104,15,-6,0.96,-0.63,93
O=C(CN1CCN(Cc2ccccc2)CC1)N1CCCc2c1c(=O)oc1ccc(O)cc21,-10,11,-11,1.1,100,6,0,0.82,x,97
COc1ccc2nc(C)c(C(N)=O)cc2c1,-2,-9,9,1,100,4,-1,1.1,0.2,100
Cc1cc(S(=O)(=O)NCc2ccccc2)ccc1OCC(=O)N1CCOCC1,-1,-11,11,1,98,-3,-1,1.2,0.89,104
Cc1ccccc1C(=O)N1CCN(c2ncnc3c2cnn3-c2ccccc2)CC1,-4,-5,5,1,86,24,15,0.44,x,82
Cn1c(CSCc2ccccc2)nnc1SCC(=O)Nc1nccs1,-5,17,-17,1.1,91,20,10,0.91,-0.86,86
CCC[N+](CC#Cc1ccccc1)(CCC)CC(=O)OCC,-1,-7,7,1,100,-4,-1,1.1,0,106
Cc1c(N=C/C=C/c2ccccc2)cnn1C,22,0,0,0.8,100,11,0,0.92,-0.63,97
COc1ccc(C(=O)Cn2nnc(-c3ccccc3NC(=O)C(F)(F)F)n2)cc1,-8,4,-4,1.1,100,-2,-1,0.97,2*,99
# (listing goes on)
SMILES,FLuc inhib CS,APP 5'UTR act,APP 5UTR inh,FLuc act counter,STAT1 activator,STAT3 inh,STAT1 inh,NF-kB expr up,ROMK mod,STAT3 act
O=S(=O)(c1ccc2c(c1)oc1ccccc12)N1CCOCC1,3,10,-10,1,95,6,5,1.1,x,99
Cn1c2c(c(=O)n(C)c1=O)C(NS(=O)(=O)c1ccc(Cl)cc1)(C(F)(F)F)C(=O)N2 (configuration not stated),-8,-2,2,1.1,103,9,-4,1.2,0.13,96
O=C(/C=C/c1cccs1)N1CCN(c2ccccc2)CC1,4,2,-2,1,111,6,-12,1.2,1.2,103
O=S(=O)(Nc1ccc2c(c1)nc1n2CCN(Cc2ccccc2)C1)c1ccc(F)cc1,-11,7,-7,1.1,98,18,2,0.85,x,93
N#C/C(=C\c1ccco1)C(=O)Nn1cnnc1,-1,10,-10,1,98,0,2,1.5,-1,105
CCCCCC1CCC(C(=O)O)CC1 (configuration not stated),0,2,-2,1,103,2,-3,1.2,-0.78,102
COc1ccc(C2=NN(C(=O)/C=C/c3ccccc3)C(c3ccccc3)C2)c(OC(C)=O)c1 (configuration not stated),-4,-13,13,1,104,-24,-4,0.58,x,115
Cc1ccc(S(=O)(=O)N=Nc2c(O)[nH]c3ccccc23)cc1C,-4,-9,9,1,101,-5,-1,0.9,0.29,111
COC(=O)Nc1sccc1C(=O)Nc1sccc1C(=O)OC,-6,10,-10,1.1,105,16,-5,1.3,x,88
CCOc1cc(/C=C(/C#N)c2nc3ccccc3[nH]2)ccc1OCc1ccc(C(=O)O)o1,0,33,-32,1,83,4,19,0.65,0.12,103
O=C(CCSc1ccccc1)NC1CCCC1,0,-4,4,1,112,0,-11,1.3,x,106
COc1ccc(/C(C)=N/NC(=O)c2ccccc2N)cc1,36,32,-32,0.6,122,7,-24,1.5,-0.047,96
COCc1cc(C)nc(Nc2ccc(C)c(C)c2)c1C#N,-2,1,-1,1,107,-7,-8,1,x,108
COc1ccc(-n2cccc2/C=C2\C(=N)N3N=C(C(C)C)SC3=NC2=O)cc1,-9,-10,10,1.1,98,5,4,1.1,-1,100
O=C(COc1ccc(Cl)cc1)NCCSc1ccccc1,-8,-9,9,1.1,87,-8,14,1.1,-0.21,104
CCC(=O)N1CCc2cc(Br)cc(S(=O)(=O)CCC(=O)NCC3CCCO3)c21 (configuration not stated),-9,7,-7,1.1,99,2,1,1.1,x,102
COC(=O)/C(C#N)=C1/SC=C(C)N1c1ccccc1,2,12,-12,1,102,-6,-2,0.88,0.47,108
CS/C(=N\S(=O)(=O)c1ccccc1)c1ccccc1,7,-6,6,0.9,109,-4,-10,1.7,0.14,106
COC(=O)c1ccccc1NC(=O)CSCC(=O)Nc1ccccc1,-8,3,-3,1.1,102,11,-2,1.2,-0.59,96
CC(=O)c1coc2c1cc(O)c1ccccc12,-4,30,-30,1,106,16,-7,1.3,-0.0069,85
O=S(=O)(NC1CCCCC1)c1ccc(Cl)nc1,-4,-3,2,1,99,11,1,1.2,0.59,94
O=C(/C=C/c1ccco1)Nc1cccc(NC(=O)/C=C/c2ccco2)n1,52*,60,-60,0.5,128,-24,-31,0.65,x,123
Clc1ccc(CN2CCC(c3nc4ccc(Cl)cc4[nH]3)CC2)cc1,-8,15,-15,1.1,98,19,2,0.66,x,85
COc1cc(/C=N/N2CCN(C3c4ccccc4-c4ccccc43)CC2)ccc1O,-3,3,-3,1,110,2,-8,0.94,x,107
Cc1cc(C)nc(NC(=O)c2c(Cl)cccc2Cl)n1,-2,-10,10,1,100,6,-1,1,0.51,99

# Entries of single compounds, quoted from the list. Order of values: FLuc inhib CS	APP 5'UTR act	APP 5UTR inh	FLuc act counter	STAT1 activator	STAT3 inh	STAT1 inh	NF-kB expr up	ROMK mod	STAT3 act
# O=S(=O)(c1ccc2c(c1)oc1ccccc12)N1CCOCC1 reads 3	10	-10	1	95	6	5	1.1	x	99
# COc1ccc(C2=NN(C(=O)/C=C/c3ccccc3)C(c3ccccc3)C2)c(OC(C)=O)c1 (configuration not stated) reads -4	-13	13	1	104	-24	-4	0.58	x	115
# COC(=O)Nc1sccc1C(=O)Nc1sccc1C(=O)OC reads -6	10	-10	1.1	105	16	-5	1.3	x	88
# CCC[N+](CC#Cc1ccccc1)(CCC)CC(=O)OCC reads -1	-7	7	1	100	-4	-1	1.1	0	106

# An excerpt from above, reduced to STAT3 inh and FLuc act counter:
SMILES	STAT3 inh	FLuc act counter
O=C(COc1ccc(Cl)cc1)NCCSc1ccccc1	-8	1.1
CCC(=O)N1CCc2cc(Br)cc(S(=O)(=O)CCC(=O)NCC3CCCO3)c21 (configuration not stated)	2	1.1
COC(=O)/C(C#N)=C1/SC=C(C)N1c1ccccc1	-6	1
CS/C(=N\S(=O)(=O)c1ccccc1)c1ccccc1	-4	0.9
COC(=O)c1ccccc1NC(=O)CSCC(=O)Nc1ccccc1	11	1.1
CC(=O)c1coc2c1cc(O)c1ccccc12	16	1
O=S(=O)(NC1CCCCC1)c1ccc(Cl)nc1	11	1

# New compounds follow:
SMILES,FLuc inhib CS,APP 5'UTR act,APP 5UTR inh,FLuc act counter,STAT1 activator,STAT3 inh,STAT1 inh,NF-kB expr up,ROMK mod,STAT3 act
COc1ccc(CCC(N)=O)cc1OC,-5,-1,1,1,100,7,0,1.1,1.2,99
Cc1ccc(S(=O)(=O)N(C)C)cc1NC(=O)CN1CCN(Cc2ccccc2)CC1,-5,12,-12,1.1,100,-5,-2,0.84,0.35,107
CCCSc1ncnc2sc(C)c(C)c12,-5,17,-17,1,98,-3,1,1.1,1.3,104
CCCCn1c(NCCC)nc2c1c(=O)[nH]c(=O)n2C,0,0,0,1,115,-8,-16,1.3,x,109
COc1cccc(-c2cc(=O)c3cc(NC(C)=O)ccc3[nH]2)c1,7,1,-1,0.9,101,4,-1,1,0.26,94
O=C(CC1c2ccccc2Oc2ccccc21)Nc1ccccc1F,-7,12,-12,1.1,91,5,10,0.98,-0.017,94

# In the list so far, these have a COOH group.
SMILES,FLuc inhib CS,APP 5'UTR act,APP 5UTR inh,FLuc act counter,STAT1 activator,STAT3 inh,STAT1 inh,NF-kB expr up,ROMK mod,STAT3 act
CCCCCC1CCC(C(=O)O)CC1 (configuration not stated),0,2,-2,1,103,2,-3,1.2,-0.78,102
CCOc1cc(/C=C(/C#N)c2nc3ccccc3[nH]2)ccc1OCc1ccc(C(=O)O)o1,0,33,-32,1,83,4,19,0.65,0.12,103
